PfHsp40 yeast – rescue of PfHsp40-mediated yeast toxicity; S. cerevisiae expressing PfHsp40, growth rescue, ATP luminescence; growth rescue, % at 12.5 µM; 340,000 tested, 0.68% active; AID 504582; in the data active = growth rescue above about 28%, passing the limit was not always enough;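 note: yeast W303a lacking pdr1 and pdr3 grown in galactose medium; growth measured after three days at 30 °C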
Vc quorum ag – induces V. cholerae light production without autoinducers; V. cholerae BH1578 lux reporter, luminescence, 6 h; activation, % at 18.7 µM; 350,000 tested, 0.16% active; AID 588436; in the data active = activation mostly above about 9.7%, no sharp cut-off; note: not every result past the cut was called active; inactives centre near 0; reference of the scale not given here
Yp Topo-I inh – inhibitors of Yersinia pestis topoisomerase I. Y. pestis Topo-I cleavage product accumulation, plate reader. 360,000 tested, 0.064% active. AID 504884. activity, % at 10 µM; in the data active = activity above about 50%, passing the limit was not always enough; note: inactives centre near 2
MazF activator – MazEF (E. coli) toxin RNase activation | 350,000 tested, 0.32% active | FAM/BHQ RNA-DNA oligo cleavage fluorescence, 5 h | P0AE70 | AID 504720 | activation, % at 20 µM; in the data active = activation above about 50%
Rv3671c protease – inhibitors of M. tuberculosis serine protease Rv3671c; 320,000 tested, 0.048% active; inhibition, % at 5.96 µM; P9WHR9; in the data active = inhibition above about 38%;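 note: extracellular domain of Rv3671c used as enzyme; 0% = enzyme with DMSO and 100% = no enzyme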
Anthrax LF inh2 – blocks Bacillus anthracis lethal factor protease | P15917 | multiplex microsphere protease cleavage assay, LF | inhibition, % at 10 µM | 360,000 tested, 0.12% active | AID 588501; in the data active = inhibition above about 30%; note: plate controls were buffer without enzyme for full effect and enzyme alone for no effect
PriA SSB inh – K. pneumoniae PriA-SSBct interaction inhibition; AlphaScreen SSBct-PriA binding, biotinylated peptide; 430,000 tested, 0.6% active; AID 1272365; inhibition, % at 33 µM; in the data active = inhibition mostly above about 37%, no sharp cut-off; inactive = mostly below about 20%;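 note: plate controls were negative control peptide for no effect and reference peptide for full effect; strong numbers were not always called active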
TcdB GH inh – TcdB glycohydrolase inhibition. P18177. TcdB glycohydrolase enzymatic assay, plate reader. inhibition, % at 9.99 µM. 350,000 tested, 0.24% active. AID 652162; in the data active = inhibition above about 10%
3CLpro inhibitor – SARS-CoV 3CLpro protease inhibition; AID 1706; P0C6X7; 290,000 tested, 0.14% active; inhibition, % at 6 µM; recombinant SARS-CoV 3CLpro, quenched FRET peptide cleavage; in the data active = inhibition above about 12%
VHR inh abs – inhibitors of human VHR1 phosphatase (DUSP3); P51452; recombinant VHR phosphatase, pNPP absorbance; inhibition, % at 13.3 µM; 290,000 tested, 0.52% active; AID 1654; in the data active = inhibition above about 50%; note: some compounds called inactive have numbers as strong as hits
An asterisk follows results filed as active; i = inactive; nt = no result given; & = joins results of further samples. Not all compounds are listed (hit frequency here may not be typical).

Compound	PfHsp40 yeast	Vc quorum ag	Yp Topo-I inh	MazF activator	Rv3671c protease	Anthrax LF inh2	PriA SSB inh	TcdB GH inh	3CLpro inhibitor	VHR inh abs
Cc1ccc(NC(=O)Cc2ccc(-c3ccccc3)cc2)nc1	-0.3	-0.6	3	-12	-11	-2	0	0.1	8	28
COc1ccc2oc(C(F)(F)C(F)(F)F)cc(=O)c2c1	-0.8	i	0	10	-1	-4	2	nt	-3	18
O=C(CCc1nnc2ccc(NCc3ccccc3Cl)nn12)NC1CCCC1	-0.1	-5.9	3	-8	-9	2	6	8.3	-5	7
C=CC[C@H](CC(=O)OC(C)(C)C)C(=O)OC[C@H]1CCCN1C(=O)[C@H](CC=C)CC(=O)N(CCO)Cc1ccccc1	3.4	i	27	5	1	2	-15	0.6	nt	nt
COC(=O)c1cc(C(=O)OC)cc(N2C(=O)CC(NNC(=O)c3ccccc3Cl)C2=O)c1 (stereo unspecified)	-0.6	i	-7	1	-6	-2	-10	nt	4	-4
CCc1ccc2[nH]c(=O)c(C(c3nnnn3CCOC)N3CCN(c4ccccc4F)CC3)cc2c1 (stereo unspecified)	-0.4	i	20	4	-1	2	-20	nt	2	12
O=C(CCC(=O)Nc1nnc(C2CCCCC2)s1)NCc1cccs1	4.0	-0.4	0	1	3	-2	-4	nt	3	19
O=C(CN(Cc1ccc2c(c1)OCO2)C(=O)c1cnsn1)NC1CCCC1	-1.0	-0.6	0	3	4	0	-18	nt	-8	12
CC(C)c1cc(C(=O)N/N=C/c2ccco2)n[nH]1	-1.9	0.4	-3	4	5	-1	nt	0.9	3	2
NC(=O)CSc1nnc(-c2cccc(S(=O)(=O)N3CCCCC3)c2)o1	0.2	i	2	7	2	5	-1	-0.4	1	18
CC1(C)CC(CC(=O)O)(c2ccccc2)CCO1 (stereo unspecified)	0.5	-8.3	4	3	9	9	8	nt	0	36
O=C(NCc1ccccc1F)C1CCN(C(=O)Nc2ccc(F)cc2)CC1	-0.4	-0.3	6	2	5	-4	-11	0.8	-8	33
CCNC(=O)/C(C#N)=C/c1c(N2CCN(Cc3ccc4c(c3)OCO4)CC2)nc2c(C)cccn2c1=O	-0.9	-0.1	-12	-10	-7	1	-4	2.8	-5	-10
CC1(C)CC(=O)C=C(Nc2ccccc2F)C1	0.8	-0.7	5	7	-2	-2	-10	nt	-7	9
Fc1c(F)c(F)c(/C=N/NC(=S)Nc2cccnc2)c(F)c1F	0.6	-0.7	-12	6	3	2	nt	0.0	2	12
COc1ccc(CN2Cc3cnnn3-c3ccccc3C2C#N)cc1 (stereo unspecified)	-1.8	-0.5	12	-4	nt	0	-1	0.8	nt	nt
CCO[C@@H]1OC(C(N)=O)=C[C@H](c2ccc(Br)cc2)[C@H]1CCCO	-0.8	-0.3	-2	2	-3	-1	-1	-4.0	-1	21
O=C(NCc1cccnc1)c1ccc2c(c1)N(Cc1ccccc1)CCS2	-0.1	-0.4	38	3	-10	-3	26	0.2	-1	12
O=C(CSc1ccsc1[N+](=O)[O-])N1CCN(c2ccccc2)CC1	-0.8	-0.2	2	1	8	-1	-9	0.4	1	-7
O=C(CCCCCNS(=O)(=O)c1ccc(Br)cc1)NCCN1CCOCC1	-0.5	-4.2	2	4	6	-1	-6	-5.1	-4	-4
CCC(=O)N/C(N)=N/c1nc(C)c2cc(OC)ccc2n1	-1.3	-5.0	-6	13	-7	1	nt	nt	-5	2
COCCNC(=O)CSc1nc2ccccc2c(=O)n1CCC(=O)N1CCN(c2ccccc2)CC1	0.6	i	4	10	4	-6	-1	0.6	3	13
CC(C)Cn1c(=O)c2ccccc2n2c(CCC(=O)NCc3ccccn3)nnc12	-0.6	i	3	7	2	5	-4	0.5	-2	-2
NC(=O)c1ccc[n+](Cc2ccccc2)c1	0.1	1.7	-2	-4	-2	2	-6	nt	-3	0
Clc1ccccc1COc1ccc(/C=N/n2cnnc2)cc1	0.0	-0.8	19	-20	-7	1	nt	1.1	7	1
COc1cccc(NC(=O)Cn2c(=O)oc3ccccc32)c1	0.6	-2.7	-4	0	4	-2	-30	-1.6	0	19
COc1ccc(/C(C)=N/NC(=O)c2ccc(N(C)C)cc2)cc1	-1.2	5.9	-6	4	1	4	nt	nt	3	28
COC(=O)c1cc(NC(=O)c2cc(C)oc2C)cc(C(=O)OC)c1	0.2	-0.2	-9	-4	-1	-3	-1	nt	3	31
O=C(NCCCN1CCN(CCCNC(=O)c2cccc(Cl)c2)CC1)c1cccc(Cl)c1	-1.3	-0.2	4	6	-1	1	-3	nt	-2	2
COCCCNC(CC(=O)Nc1cc(C)cc(C)c1)C(=O)O (stereo unspecified)	-0.8	i	4	-18	0	-2	-4	0.4	nt	nt
O=C1CC2(CCN(C(=O)COc3ccccc3)CC2)Oc2ccccc21	0.7	i	19	-1	-3	6	1	-1.2	nt	nt
CC(=O)Nc1ccc(S(=O)(=O)NC2CCCCCC2)cc1	0.3	i	-4	10	2	-7	2	1.4	-3	17
COc1ccc(C(C)=O)cc1CC1(C)C(=O)Nc2ccc(-c3ccccc3OC)cc21 (stereo unspecified)	nt	-0.7	20	nt	nt	-4	nt	0.3	nt	nt
COc1ccc(CC(NC(C)=O)C(=O)NC2CCN(c3nc(C)cc(C)c3C#N)CC2)c(OC)c1 (stereo unspecified)	0.1	4.8	-1	3	4	-1	14	nt	2	4
COc1cc(OC)cc(C(=O)NNC(=S)NC2CC2)c1	0.3	-0.3	4	-1	-3	-4	-1	-3.1	-1	22
O=S(=O)(Nc1nc2ccccc2nc1NCC1CCCO1)c1ccc(F)cc1 (stereo unspecified)	-1.1	i	9	-2	10	7	-9	2.9	0	14
COc1ccccc1CNC(=O)C(CCSC)NS(=O)(=O)c1ccc2c(c1)oc(=O)n2C (stereo unspecified)	0.0	-0.1	-2	9	-4	-1	-19	nt	6	2
O=C(O)COc1ccccc1/C=N/NC(=O)Cc1csc(Nc2cccc(C(F)(F)F)c2)n1	1.3	i	23	-13	1	-6	nt	-1.4	5	4
COc1ccccc1NC(=O)COc1ccccc1C(=O)Nc1ccccc1	3.6	i	16	1	-7	3	0	2.4	1	9
C/C=C1/C[N+]2(C)CCC34C(=C(C=O)[C@H]1C[C@@H]32)Nc1ccccc14 (stereo partly specified)	-0.4	i	2	-3	2	-10	-3	0.1	nt	nt
O=C(CCCN1CCN(c2ccccc2)CC1)c1ccc(F)cc1	nt	i	-11	-8	nt	-1	nt	-7.2	nt	nt
O=[N+]([O-])c1cccnc1NCCc1c[nH]c2ccccc12	-0.7	i	-4	-3	-1	5	17	-0.6	-1	21
Cc1cc(C)nc(SCC(=O)c2ccc3c(c2)OCCO3)n1	1.0	2.6	4	-1	1	0	-6	-5.0	-4	7
CC(C)c1ccccc1OCC(=O)NCC(c1cccs1)N1CCOCC1 (stereo unspecified)	0.4	i	21	3	-5	-3	-10	nt	3	21
Cc1cccc(NC(=O)c2cccc(C(=O)Nc3cccc(C)c3)c2)c1	0.4	-0.5	13	-13	-16	9	-11	0.0	5	nt

Taken from above:
`CC(C)c1ccccc1OCC(=O)NCC(c1cccs1)N1CCOCC1` (stereo unspecified) in VHR inh abs shows 21
`CCc1ccc2[nH]c(=O)c(C(c3nnnn3CCOC)N3CCN(c4ccccc4F)CC3)cc2c1` (stereo unspecified) in PfHsp40 yeast shows -0.4

Continued.
Compound	PfHsp40 yeast	Vc quorum ag	Yp Topo-I inh	MazF activator	Rv3671c protease	Anthrax LF inh2	PriA SSB inh	TcdB GH inh	3CLpro inhibitor	VHR inh abs
CN(CCNC(=O)C1CCN(S(=O)(=O)c2cnc[nH]2)CC1)Cc1ccccc1	0.0	-0.9	4	-4	-2	-2	-2	nt	2	5
CCC(=O)N1CCc2cc(Br)c(S(=O)(=O)CCC(=O)NCCc3ccccc3)cc21	0.1	2.0	11	-6	nt	-4	2	1.2	nt	nt
CCCC(=O)NCc1ccncc1	nt	nt	nt	nt	4	nt	nt	0.8	0	18
COC(=O)c1ccc(N2CCCCC2)c(NC(=O)c2ccco2)c1	0.2	i	31	2	-3	10	-1	1.9	3	-5
O=C1CC[C@@H]2CC(N3CCN(c4ccccc4)CC3)C[C@@H]3CCN1[C@H]23 (stereo partly specified)	0.9	1.2	11	6	nt	-6	-6	0.3	nt	nt
COc1ccc(C(=O)NC(C(=O)N2CCN(C/C=C/c3ccccc3)CC2)C(C)C)cc1 (stereo unspecified)	nt	i	16	-13	nt	-3	nt	0.6	nt	nt
COc1ccc(C(=O)C[n+]2cccc(C)c2C)cc1[N+](=O)[O-]	0.2	-0.2	9	-2	15	-1	-9	1.5	0	15
O=C(O)c1sccc1S(=O)(=O)N1CCN(c2ccc(C(F)(F)F)cn2)CC1	-1.2	-0.8	-2	9	4	nt	-4	-0.9	-8	-7
CCOP(=O)(c1ccc(N(C)C)cc1)C(O)c1ccccc1 (stereo unspecified)	-1.9	nt	-4	-2	7	-17	-9	nt	-1	20
Cc1cnc(C(=O)Nc2ccc(-n3cnnn3)cc2)cn1	-1.5	3.7	6	7	-2	-4	-7	nt	-4	-10
Cc1ccc(C)c(NS(=O)(=O)c2cc(C(=O)Nc3ccccc3-c3ccccc3)ccc2Cl)c1	1.0	i	1	-2	-90	0	-7	2.3	9	2
C=CCn1nnnc1SCC(=O)Nc1ccc(C(=O)OC)cc1	0.2	-0.2	0	-4	2	2	-10&-10	0.3	6	-4
Cc1nc(C(F)(F)F)ccc1C(=O)N1CCCC(C(=O)O)CC1 (stereo unspecified)	nt	-0.5	-3	nt	nt	0	nt	1.0	nt	nt
CCOc1ccccc1CNC(CC)CO (stereo unspecified)	-0.1	-0.3	-1	8	7	-1	8	0.6	1	36
O=C(NCCC1=CCCCC1)C1CCN(S(=O)(=O)c2ccc(-n3cnnn3)cc2)CC1	5.8	i	23	10	nt	1	-12	nt	-4	8
CCN(CC)c1ccc(/C=N/NC(=O)Nc2ccccc2)cc1	-0.3	-0.3	0	-3	1	-2	nt	0.0	3	26
CCC(C)Sc1nnc(CSc2nc3nc(C)cc(C)n3n2)o1 (stereo unspecified)	0.3	-1.5	9	4	6	4	-4	nt	-1	20
Cc1ccc(S(=O)(=O)Nc2ccc(Br)cc2/C=N/n2cnnc2)cc1	2.6	-0.5	6	-5	-14	-2	nt	nt	-2	14
CCN(CC)c1ccc(/C=N/c2sc3c(c2C#N)C2CCN3CC2)c(O)c1	1.7	i	1	-419	-3	14	nt	nt	5	-2
O=C(CN1C(=O)CCS(=O)(=O)c2ccccc21)NCc1ccc(F)cc1	-1.0	-0.1	-1	6	6	11	-6	nt	-5	-4
CCCCCN(C(=O)COC(=O)Cc1c(C)nc2ccccc2c1C)c1c(N)n(CCCC)c(=O)[nH]c1=O	1.2	1.9	36	0	-6	-1	7	2.7	nt	nt
COc1ccc(S(=O)(=O)N2c3ccccc3OCC2CC(=O)O)cc1 (stereo unspecified)	0.1	-2.2	-1	-3	-1	6	-10	1.9	1	-5
Cc1ccccc1OC1C(=O)N(Cc2ccc3c(c2)OCO3)C1c1sccc1C (stereo unspecified)	2.2	i	-2	-6	-3	-3	-9	nt	-4	-20
Cc1cc(C)nc(SCC(=O)N/N=C/c2cccn2-c2cccc(C(F)(F)F)c2)n1	0.9	i	27	4	2	-4	nt	nt	2	11
O=C(NCc1ccco1)c1ccc(-c2cccc(Cl)c2)o1	-0.1	-1.4	-4	-6	0	0	1&-37	0.8	5	12
O=C(Cn1ncc2c([nH]c3ccccc32)c1=O)N1CCOCC1	0.6	-0.5	-5	7	-4	-2	-4	-0.6	4	83
Cc1ccc(CC(=O)Nc2cccnc2)cc1	-0.7	0.1	4	-1	-1	-2	-17	0.1	6	18

Source: PubChem BioAssay (several laboratories)
